# Screening results from PubChem.
# NR2E3 ag-1: activates human NR2E3 receptor; AID 602229; inhibition of corepressor binding, % at 3.98 µM; CHO-S Gal4-NCOR/VP16-NR2E3 two-hybrid, luciferase; actives 0.35% (n = 360,000); Q9Y5X4;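 active = inhibition above the mean of all tested compounds plus 3 SD, cut at about 70% in these data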;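 note: 0% = DMSO with NR2E3 transfected cells and 100% = cells lacking NR2E3 construct; higher means lower luciferase signal from less NR2E3 corepressor binding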
# Target sequence (Q9Y5X4 whole entry, looked up, the tested form may be a part): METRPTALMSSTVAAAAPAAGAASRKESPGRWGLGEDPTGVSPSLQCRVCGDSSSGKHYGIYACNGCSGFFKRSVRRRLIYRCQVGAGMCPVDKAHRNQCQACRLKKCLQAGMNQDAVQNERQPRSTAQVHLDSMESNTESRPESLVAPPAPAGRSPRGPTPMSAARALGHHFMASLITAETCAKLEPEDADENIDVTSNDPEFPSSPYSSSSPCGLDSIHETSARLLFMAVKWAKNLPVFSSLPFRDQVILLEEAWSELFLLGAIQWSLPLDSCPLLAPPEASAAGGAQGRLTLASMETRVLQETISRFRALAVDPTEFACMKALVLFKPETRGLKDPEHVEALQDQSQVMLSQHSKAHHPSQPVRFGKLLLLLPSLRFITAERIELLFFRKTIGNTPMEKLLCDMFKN
# CaV13 ICDI inh: Disruptors of the CACNA1D IQ motif to Ca2+-dependent inactivation inhibitor domain association, primary screening, Förster resonance energy transfer in intact living …. actives 0.098% (n = 340,000). inhibition, % at 12.3 µM. HEK cells, CFP/YFP FRET ICDI-IQ, plate reader, 10 min; percent FRET-ratio fall versus neutral wells;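 active = mean replicate inhibition of at least 30% and at least 1% of replicates passing that level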;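 note: 0% = median of the neutral control wells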
# Granule exo inh: blocks lytic granule exocytosis; TALL-104 LAMP-1 surface exposure, flow cytometry; cells stimulated with thapsigargin and PMA; inhibition, % at 10 µM; actives 0.66% (n = 360,000);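 active = inhibition above about 55%, limit read from the data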
# TRPM1 prom inh: inhibitors of MITF-driven TRPM1 promoter in melanoma cells. SK-MEL-5 TRPM1 promoter luciferase, 24 h. inhibition, % at 12.5 µM. actives 0.83% (n = 330,000). AID 488899;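 active = mean inhibition across replicates of 60% or more, whatever share of single replicates reaches that level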; note: values of inactives mirror those of a sister screen read the other way
# NR2E3 ag-2: NR2E3 (human) agonism; Q9Y5X4; GST-NR2E3/biotin-RetCOR TR-FRET, 1536-well; inhibition of corepressor binding, % at 4.78 µM; actives 0.12% (n = 320,000); AID 2300;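 active = percent inhibition above the cutoff of mean plus 3 SD of all tested compounds, set per screening campaign, cut at about 20% in these data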;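 note: 0% = DMSO wells and 100% = biotin wells as full block of FRET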
#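 Material: NR2E3–RetCOR corepressor complex / Amount: 1.35 nM GST-NR2E3 / Medium: Tris pH 7.5 / Compound: single nominal compound dose of 4.8 µM / Incubation: 5 h at 4 °C / Technique: TR-FRET, Eu(K)-anti-GST donor, streptavidin-D2 acceptor, ex 340, em 617/671 nm / Read-out basis: percent loss of FRET ratio relative to control wells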
# HIF-2a inh: HIF-2a inhibition. actives 0.72% (n = 360,000). 786-0 RCC cells HIF-2a reporter, luciferase luminescence, overnight. inhibition, % at 18.8 µM;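 active = inhibition of the luminescence signal of 40% or more relative to plate controls, in a single-dose primary screen at 18.75 µM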
# PDI inh: PDI (human) enzyme inhibition | PDI insulin aggregation turbidity, A650, 90 min | actives 0.052% (n = 350,000) | P07237 | inhibition, % at 10 µM;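 active = mean inhibition across replicates of 30% or more, whatever share of single replicates reach that level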;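 note: absorbance from insulin aggregation driven by PDI reduction with DTT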
# Target sequence (P07237 whole entry, looked up): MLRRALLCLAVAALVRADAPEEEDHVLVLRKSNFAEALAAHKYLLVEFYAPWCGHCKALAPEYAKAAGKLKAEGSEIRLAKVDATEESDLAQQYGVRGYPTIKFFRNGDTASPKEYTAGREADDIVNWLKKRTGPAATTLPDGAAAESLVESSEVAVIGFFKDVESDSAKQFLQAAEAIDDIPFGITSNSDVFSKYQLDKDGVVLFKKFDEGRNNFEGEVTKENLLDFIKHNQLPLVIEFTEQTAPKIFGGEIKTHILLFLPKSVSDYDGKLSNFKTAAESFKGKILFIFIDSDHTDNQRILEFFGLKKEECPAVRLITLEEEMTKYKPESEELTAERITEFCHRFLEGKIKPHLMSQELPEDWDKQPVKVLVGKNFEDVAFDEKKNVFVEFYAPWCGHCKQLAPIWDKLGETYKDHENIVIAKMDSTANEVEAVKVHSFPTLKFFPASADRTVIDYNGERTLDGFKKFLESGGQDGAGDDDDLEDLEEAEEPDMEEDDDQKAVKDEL
# Vif inh: HIV Vif inhibition; inhibition, % at 7.49 µM; actives 0.35% (n = 340,000); HEK293T cells, Vif self-association by quenched fluorescence, imaging, 24 h; in the data active = inhibition above about 50%, passing the limit was not always enough; note: some results filed as inactive read as strong as hits
# Peg3 prom inh: inhibitors of Peg3 promoter; HeLa PEG-Prom luciferase reporter, luminescence, overnight; inhibition, % at 20 µM; actives 1.7% (n = 360,000);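 active = inhibition of at least 50% at 20 µM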
# aDG glyco act: alpha-DG glycosylation activation; activation, % at 10 µM; Pro5-aDG cells, alpha-DG glycosylation AlphaScreen (IIH6); 0% Pro5, 100% B10-LARGE cell signal; actives 0.22% (n = 360,000); AID 624168;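 active = activation of at least 8% versus controls, or a plate z-score of at least 8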;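 note: Pro5 are CHO cells carrying HIG-tagged alpha-DG that lacks glycosylation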
# iPSC survival up: hiPSC single-cell survival enhancement | ATPlite luminescence; 100% = ROCK inhibitor wells, 0% = DMSO | actives 0.044% (n = 360,000) | survival enhancement, % at 20 µM; in the data active = survival enhancement above about 18%;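 note: cells exposed to compounds for 16 hours before the ATP read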
# Starred values were filed as active, the others as inactive; x = not tested or not shown.
SMILES,NR2E3 ag-1,CaV13 ICDI inh,Granule exo inh,TRPM1 prom inh,NR2E3 ag-2,HIF-2a inh,PDI inh,Vif inh,Peg3 prom inh,aDG glyco act,iPSC survival up
CC(=O)c1ccc(N/N=C(/C(N)=O)C2=NC(C)(C)Cc3ccccc32)cc1,23,-5,-2,5,-1,31,1,-8,77*,-0.4,-1.4
Cc1ccc(C(=O)COC(=O)CNS(=O)(=O)c2ccc(C)cc2)cc1,-22,-11,3,-1,0,10,-2,26,6,0.0,0.3
COc1ccc(C2=Nn3c(nnc3-c3ccccc3Cl)SC2)cc1OC1CCCC1,-11,-16,5,12,x,29,-16,-14,20,-0.2,1.4
COc1cccc(NC(=O)CSCc2n[nH]c(=O)[nH]2)c1,-20,x,-1,-4,3,18,2,26,9,-0.1,-0.4
Cc1cccc(CN2CCC(CNC(=O)CCNC(=O)Cn3ccc4ccccc4c3=O)CC2)c1,-37,-5,10,6,-1,-15,3,1,-37,0.0,-1.8
COc1cccc(C2=CC(c3ccc(OC)c(OC)c3OC)n3nnnc3N2)c1 (stereo unspecified),-41,x,-1,6,1,5,-1,-14,3,1.1,-2.0
O=C(C1=C(O)C(=O)N(Cc2ccco2)C1c1cccc(O)c1)c1ccco1 (stereo unspecified),7,-5,-2,6,4,6,0,0,-6,-0.2,-0.4
Cc1ccc2nc(Cl)c(C3CC(c4cccs4)=NN3C(=O)CCCC(=O)O)cc2c1 (stereo unspecified),-14,-19,-9,9,-2,11,-6,-8,2,0.6,0.8
S=c1[nH]nc(COc2ccc(Cl)cc2)n1-c1ccccc1,-4,-4,-7,-3,1,16,5,10,6,0.1,0.2
CCC(C)NC(=O)CS(=O)Cc1nc(-c2ccccc2C)oc1C (stereo unspecified),1,-6,0,-2,-2,0,x,-4,2,-0.2,2.0
O=C(O)c1ccccc1-c1ccccc1C(=O)Nc1cccc(-c2nc3ccccc3o2)c1,-2,-43,5,0,3,-33,8,-5,-41,0.0,-0.4
COC(=O)CSc1c(-c2ccccc2)c2cc(Cl)ccc2[nH]c1=O,-29,-4,-1,-1,1,21,-4,-6,17,-0.2,-2.4
COCCCNc1nc2c(c(=O)[nH]c(=O)n2C)n1CCCc1ccccc1,-21,-4,1,-2,0,28,-7,11,11,-0.2,-0.3
Cc1ccccc1OCc1nnc(SCC(=O)Nc2ccc3nc(SCC(=O)Nc4ccccc4)sc3c2)n1C,-12,-6,0,15,-1,9,3,-5,16,-0.1,-0.8
COc1ccc(N2C(=O)C(F)(F)C2c2cccc(F)c2)cc1 (stereo unspecified),2,-17,0,0,-6,17,-7,-3,-6,0.4,-0.6
Cc1cc(C(=O)N/N=C/c2ccc(-c3cccc([N+](=O)[O-])c3)o2)n[nH]1,-21,-2,8,-4,1,-7,2,5,11,0.0,0.7
COc1ccc2oc3cc(C)[n+]([O-])c(-c4ccc(C)cc4)c3c2c1,-8,-3,-6,0,-2,4,-19,-4,26,-0.2,0.8
N#CC(C#N)=NNc1ccc([N+](=O)[O-])cc1,15,-3,23,-2,-2,-8,13,0,-41,-0.2,-0.8
CCc1ccc(OCCCCCn2ccnc2)cc1,-28,-4,-11,-4,x,-76,-77,13,-34,0.6,2.3
CN(CCC1CCCCO1)C(=O)CCc1nnc(CCc2ccccc2)o1 (stereo unspecified),-64,-11,0,-5,-1,-117,0,-12,-87,-0.2,0.4
O=C(CSC1c2ccccc2C(=O)N1c1ccccc1)N1CCOCC1 (stereo unspecified),-12,-7,0,-7,1,-6,-7,x,10,-0.1,0.2
Cc1ccccc1NC(=O)c1ccc2nccnc2c1,-78,-4,-4,-24,-2,-89,-3,-8,-34,-0.1,-0.6
CCOC(=O)CSc1nc(C)nc2c1sc1nc(C)c(C(C)=O)c(-c3ccc(OC)cc3)c12,15,-5,-1,3,-5,6,-21,4,8,0.1,-1.8
CC1=C(C(=O)N(C)C)CC(CC(=O)NCC2CCCCC2)C(=O)N1Cc1ccc(F)cc1 (stereo unspecified),4,-7,-1,x,x,-2,x,2,-8,0.1,-1.0
CCn1cc(C(=O)OCC(=O)Nc2cccc(C)c2)c(=O)c2ccc(C)nc21,18,-4,-21,3,3,7,-4,3,7,-0.1,0.0
CCCCN(C)C(=O)CCC(=O)Nc1ccc2nc(N3CCOCC3)cc(C)c2c1,5,-5,-5,-15,0,-50,-6,-2,-34,0.1,6.3
CC(C)[C@H](NC(=O)NCc1cccs1)C(=O)O,-11,x,-1,-5,0,9,-6,2,4,-0.1,-1.4
O=C(COc1ccccc1O)c1cccs1,-25,-5,5,-25,0,-21,9,-6,-17,-0.2,-0.3
COc1ccc(NC(=O)CCNC(=O)N2CC(=O)Nc3ccccc32)cc1OC,1,-11,-5,x,x,-4,3,2,-6,-0.4,4.2
COc1ccc(CCC(=O)N2CCN(c3ccc(OC)cc3)CC2)cc1,-3,x,4,-3,x,24,-4,15,22,0.5,0.1
O=C(NC1CCCCCCC1)C1=COCCO1,-35,x,-3,-1,1,-47,10,7,-98,0.1,2.8
O=C(c1ccccc1O)N1N=C(c2ccccc2)CC1(O)C(F)(F)F (stereo unspecified),-32,-18,0,-4,-3,-15,2,2,-1,0.3,-1.0
C[C@]12C=C[C@H](O)CC1=CCC1C2CC[C@@]2(C)C1CCC21OCCO1 (stereo partly specified),-29,-7,-2,-10,x,10,-6,-14,8,0.2,-0.8
CCCC(=O)Nc1cc(OC)c(NC(=S)Nc2ccc(CC)cc2)cc1OC,-51,-3,0,-12,x,-25,-8,-2,7,0.0,-0.3
COc1ccccc1CNc1ncnc2cc(Cl)ccc12,9,9,2,25,x,19,-4,-10,17,4.0,0.7
Cn1c(N)c(C(=O)COC(=O)/C=C/c2cccc(F)c2)c(=O)n(C)c1=O,-19,-2,-12,-7,-3,-2,-5,-1,-14,0.4,5.7

# 12 of the compounds above, with two lines to a compound.
# Every second line gives: NR2E3 ag-1 | CaV13 ICDI inh | Granule exo inh | TRPM1 prom inh | NR2E3 ag-2 | HIF-2a inh | PDI inh | Vif inh | Peg3 prom inh | aDG glyco act | iPSC survival up
- CCn1cc(C(=O)OCC(=O)Nc2cccc(C)c2)c(=O)c2ccc(C)nc21
→ 18 | -4 | -21 | 3 | 3 | 7 | -4 | 3 | 7 | -0.1 | 0.0
- CCCCN(C)C(=O)CCC(=O)Nc1ccc2nc(N3CCOCC3)cc(C)c2c1
→ 5 | -5 | -5 | -15 | 0 | -50 | -6 | -2 | -34 | 0.1 | 6.3
- CC(C)[C@H](NC(=O)NCc1cccs1)C(=O)O
→ -11 | x | -1 | -5 | 0 | 9 | -6 | 2 | 4 | -0.1 | -1.4
- O=C(COc1ccccc1O)c1cccs1
→ -25 | -5 | 5 | -25 | 0 | -21 | 9 | -6 | -17 | -0.2 | -0.3
- COc1ccc(NC(=O)CCNC(=O)N2CC(=O)Nc3ccccc32)cc1OC
→ 1 | -11 | -5 | x | x | -4 | 3 | 2 | -6 | -0.4 | 4.2
- COc1ccc(CCC(=O)N2CCN(c3ccc(OC)cc3)CC2)cc1
→ -3 | x | 4 | -3 | x | 24 | -4 | 15 | 22 | 0.5 | 0.1
- O=C(NC1CCCCCCC1)C1=COCCO1
→ -35 | x | -3 | -1 | 1 | -47 | 10 | 7 | -98 | 0.1 | 2.8
- O=C(c1ccccc1O)N1N=C(c2ccccc2)CC1(O)C(F)(F)F (stereo unspecified)
→ -32 | -18 | 0 | -4 | -3 | -15 | 2 | 2 | -1 | 0.3 | -1.0
- C[C@]12C=C[C@H](O)CC1=CCC1C2CC[C@@]2(C)C1CCC21OCCO1 (stereo partly specified)
→ -29 | -7 | -2 | -10 | x | 10 | -6 | -14 | 8 | 0.2 | -0.8
- CCCC(=O)Nc1cc(OC)c(NC(=S)Nc2ccc(CC)cc2)cc1OC
→ -51 | -3 | 0 | -12 | x | -25 | -8 | -2 | 7 | 0.0 | -0.3
- COc1ccccc1CNc1ncnc2cc(Cl)ccc12
→ 9 | 9 | 2 | 25 | x | 19 | -4 | -10 | 17 | 4.0 | 0.7
- Cn1c(N)c(C(=O)COC(=O)/C=C/c2cccc(F)c2)c(=O)n(C)c1=O
→ -19 | -2 | -12 | -7 | -3 | -2 | -5 | -1 | -14 | 0.4 | 5.7

# Going on with the list.
SMILES,NR2E3 ag-1,CaV13 ICDI inh,Granule exo inh,TRPM1 prom inh,NR2E3 ag-2,HIF-2a inh,PDI inh,Vif inh,Peg3 prom inh,aDG glyco act,iPSC survival up
CCOc1ccc(CCNC(=O)c2ccc3c(=O)[nH]c4c(C(=O)NC(C)C)sc(=S)n4c3c2)cc1,-8,-3,5,2,2,0,-2,-8,-7,-0.7,-0.4
Cc1cc2c(ncn2C)c(NS(=O)(=O)c2ccc(Cl)cc2)c1C,-2,7,-1,1,-1,25,18,8,12,0.1,1.0
Cc1ccccc1NS(=O)(=O)c1ccc(C(=O)N2CCN(c3ccccn3)CC2)cc1,8,-5,-2,-1,0,23,-6,-3,14,1.5,-2.7
CN(C)CCCN(C(=O)COc1ccccc1)c1nc2ccc(F)cc2s1,-9,-6,0,4,-1,-12,-2,-3,-19,-0.1,-0.2
NNC(=O)C1CC1c1ccccc1 (stereo unspecified),0,-2,2,-1,-1,16,-15,-1,-11,-0.2,0.6
CCOC(=O)c1sc(NC(=O)C(CC)Sc2nc3ccccc3[nH]2)nc1C (stereo unspecified),-5,x,-2,-5,-3,6,5,2,0,0.1,0.9
Fc1ccc(-c2nnn(Cc3ccccc3Cl)n2)cc1,-24,-21,-2,-41,3,-242,1,4,-110,0.1,-0.8
Cc1ccc(C(=O)O)cc1-c1ccc(C=C2C(=O)c3ccccc3C2=O)o1,9,-4,0,14,-3,8,-2,1,10,-0.1,0.2
CNC(=O)/C(=C\c1ccc([N+](=O)[O-])cc1)NC(C)=O,-7,x,6,0,1,14,5,x,-4,0.3,0.9
C[C@H](NC(=O)CC[C@H]1O[C@@H](n2ccc(=O)[nH]c2=O)[C@H](O)[C@@H]1O)C(=O)O,20,-5,-5,x,x,5,x,9,3,0.0,-0.4
CCOC(=O)/C=C1\CC(C(=O)OCC)Oc2ccccc21 (stereo unspecified),9,-6,2,9,x,22,-7,0,-16,0.1,3.4
Cc1ccc2c(c1)N(CCC(=O)NCCN1CCOCC1)C(=O)CO2,-6,-6,-1,6,2,21,10,4,8,-0.1,-0.1
Cc1ccc(S(=O)(=O)N2CCC(=O)N(C(COCc3ccc(Cl)cc3)C(C)C)CC2)cc1 (stereo unspecified),-1,-13,-16,1,1,13,-2,-15,14,-0.1,-1.5
CC(=O)c1cccc(NC(=O)C(C)OC(=O)CN2C(=O)NC(C)(C)C2=O)c1 (stereo unspecified),-3,-3,-7,-6,0,10,-5,-2,7,-0.1,0.9
